STAT1 blocker – inhibitors of IFN-gamma induced STAT1 signaling; NIH 3T3 STAT1-luciferase reporter, luminescence; inhibition, % at 5.5 µM; 0.35% of 200,000 active;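 active = inhibition above a set limit, the mean inhibition across all tested compounds plus 3 SD, cut at about 34% in these data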;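 also: 0% = IFN-gamma with DMSO and 100% = IFN-gamma with 300 µM nifuroxazide; values of inactives mirror those of a sister screen read the other way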
STAT3 inh – reduces IL-6 driven STAT3 reporter signal | U3A cells, IL-6 STAT3-luciferase reporter, luminescence; host cell line lacks STAT1 | inhibition, % at 5.5 µM | 0.89% of 190,000 active | AID 862;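 active = inhibition above the mean inhibition across all screened compounds plus 3 SD, cut at about 44% in these data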;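 also: 0% = DMSO only wells and 100% = 100 µM nifuroxazide control wells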
FLuc inh counter – Photinus pyralis luciferase inhibition counter-screen; ATPLite firefly luciferase biochemical luminescence, 10 min; 1.5% of 200,000 active; inhibition, % at 10 µM; P08659;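 active = inhibition above about 50% when tested at 10 µM, limit read from the data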
Target sequence (P08659 whole entry, looked up): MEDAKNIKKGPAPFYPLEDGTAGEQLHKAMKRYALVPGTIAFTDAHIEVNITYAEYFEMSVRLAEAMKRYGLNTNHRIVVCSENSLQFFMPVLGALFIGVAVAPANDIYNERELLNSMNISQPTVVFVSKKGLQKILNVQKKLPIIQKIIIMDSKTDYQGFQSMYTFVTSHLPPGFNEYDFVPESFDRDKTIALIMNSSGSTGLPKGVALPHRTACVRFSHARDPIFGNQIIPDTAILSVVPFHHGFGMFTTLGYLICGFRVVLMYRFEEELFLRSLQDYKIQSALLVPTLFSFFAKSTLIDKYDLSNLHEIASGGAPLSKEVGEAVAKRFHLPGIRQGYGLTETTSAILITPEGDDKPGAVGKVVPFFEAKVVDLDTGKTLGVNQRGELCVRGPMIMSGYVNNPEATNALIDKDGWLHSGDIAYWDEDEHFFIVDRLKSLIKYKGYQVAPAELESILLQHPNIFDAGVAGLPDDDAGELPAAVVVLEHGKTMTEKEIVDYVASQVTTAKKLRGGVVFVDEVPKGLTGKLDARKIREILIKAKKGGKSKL
Hsp70 activator – Hsp70 transcriptional activation, primary screen. HeLa Hsp70 promoter luciferase reporter, luminescence; scaled: vehicle 0, proteasome-inhibitor control 100%. activation, % at 10 µM. 0.04% of 200,000 active. AID 1203;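 active = activation above the mean across all tested compounds plus 3 SD, cutoff set per campaign, cut at about 5.5% in these data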;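 also: 100% = MG132 at 30 µM as the positive control and 0% = DMSO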
RAM network inh – blocks the yeast RAM network. inhibition, % at 50 µM. 1.8% of 190,000 active. S. cerevisiae dse1pr::URA3 reporter, 5-FOA growth OD615, 2 d; analog-sensitive cbk1-as2 kinase mutant strain;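 active = inhibition above a set limit, 3 SD over mean compound inhibition, cut at about 8.4% in these data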;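 also: 0% = DMSO-only wells with no growth and 100% = 10 µM 1-NA-PP1 full growth; inhibition rescues growth on 5-FOA so higher OD means more RAM inhibition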
STAT1 activator – STAT1 signaling activation | NIH 3T3 STAT1-luciferase reporter, IFN-gamma, luminescence; 100% = IFN-gamma alone, no compound | activation (% of control), % at 5.5 µM | 2.6% of 200,000 active;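 active = activation above the screen-wide mean activation plus 3 SD, cut at about 130% in these data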;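 also: raw ratio to IFN-gamma control signal so 100% means no change and 0% no light; values of inactives mirror those of a sister screen read the other way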
NF-kB neuron act – NF-kB expression increase, human neuronal cells; AID 1239; fold change at 12.5 µM; 1.6% of 190,000 active; NF-kB reporter expression; active compounds read high; in the data active = fold change above about 3.3
STAT3 act – increases IL-6 driven STAT3 reporter signal; U3A cells, IL-6 STAT3-luciferase reporter, luminescence; 100% = signal with IL-6 EC80 alone; 0.91% of 190,000 active; activation (% of control), % at 5.6 µM;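 active = activation above the screen-wide mean of compound activation plus 3 SD, cut at about 130% in these data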;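 also: 0% = background luminescence of wells with medium and substrate only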
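Assay system – human STAT1-deficient U3A cells with stable STAT3-luciferase reporter · Also added – IL-6 (33 ng/mL) · Schedule – compound 1 h, then IL-6 6 h at 37 °C · Technique – reporter luminescence signal · Evaluation – % activation versus median of IL-6-stimulated wells · Benchmarks – IL-6-only wells as 100% reference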
APP 5'UTR act – APP 5'UTR luciferase reporter activation | SH-SY5Y APP 5'UTR luciferase reporter, luminescence; zero percent = DMSO vehicle wells | activation, % at 2 µM | 1% of 190,000 active | AID 1276;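 active = activation above a set limit, based on mean plus 3 SD of controls, cut at about 140% in these data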; also: values of inactives mirror those of a sister screen read the other way
APP 5UTR inh – APP translation inhibition | SH-SY5Y APP 5'UTR-luciferase reporter, luminescence | 0.82% of 190,000 active | inhibition, % at 2 µM | AID 1285;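 active = inhibition above a set limit, derived from the sample mean plus 3 SD, cut at about 45% in these data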; also: values of inactives mirror those of a sister screen read the other way
The depositor's hits bear a star; · = no result given.

SMILES	STAT1 blocker	STAT3 inh	FLuc inh counter	Hsp70 activator	RAM network inh	STAT1 activator	NF-kB neuron act	STAT3 act	APP 5'UTR act	APP 5UTR inh
COc1ccc(/C=N/Nc2nnc(-c3ncc[nH]3)c3ccccc23)cc1	-47	33	72*	0.0	0.9	142*	0.94	74	65	-65
O=C(Cc1ccc(Cl)cc1)Nc1ccccc1CO	8	9	-5	0.1	-0.3	92	0.86	96	7	-7
Cc1nnc(SCc2cnc(-c3ccc(C(C)C)cc3)s2)n1C	37*	65*	95*	-0.4	-0.6	66	5.7*	50	152*	-152
CCOC(=O)C1CCN(C(=S)Nc2ccc(Cl)cc2C)CC1	1	8	-2	0.2	-0.9	100	0.87	101	6	-6
C=CCOC(=O)C1=C[C@H](c2ccc(Br)cc2)[C@@H](CCCO)[C@H](OCC)O1	38*	·	-2	0.1	0.2	65	0.84	·	-6	6
CC(=O)N1CSCC1C(=O)N1CCN(c2ccc(N3CCOCC3)nn2)CC1 (stereo not drawn)	-3	-4	-5	-0.3	1.4	103	0.95	108	-1	1
C=CCn1cnc2scc(-c3ccc(C)cc3)c2c1=O	2	-11	-2	-0.4	-0.2	98	1	109	-2	2
COc1ccc2c(CC(=O)OCC(=O)Nc3ccc4c(c3)OCO4)coc2c1	4	3	-6	-0.1	3.0	97	1.3	103	-7	7
CCOc1ccc(CN(C(=O)c2ccco2)C2CCS(=O)(=O)C2)cc1 (stereo not drawn)	-3	-1	-4	-0.3	0.3	102	1.1	104	-3	3
CCOc1ccc(-n2c(=O)[nH]cc(C(=O)Nc3ccc(OC)c(OC)c3)c2=O)cc1	-8	0	4	0.3	0.7	106	1.1	101	-3	2
O=[N+]([O-])c1ccc(NCCNS(=O)(=O)c2ccccc2)cc1	-1	2	-1	0.5	1.6	99	0.93	100	-32	32
COc1ccc(/C=C(\C#N)C(=O)OC2CCOC2=O)cc1 (stereo not drawn)	-5	4	-3	-0.5	1.8	102	1.1	98	28	-28
Cc1cccc(-c2nc3ccccc3c3nncn23)c1	5	-4	-7	-0.1	0.5	95	0.9	108	3	-3
CN1CCC(Oc2ccccc2Sc2ccccc2)CC1	0	11	-5	-0.1	0.0	100	0.82	94	5	-5
O=C(O)COc1ccccc1C1C2C(=O)N(c3ccccc3)C(=O)C2ON1c1ccccc1 (stereo not drawn)	1	-2	0	-0.1	2.7	98	1.2	107	-7	7
O=C(CSc1nc(-c2ccco2)cc(C(F)(F)F)n1)N1CCN(c2cccc(Cl)c2)CC1	-1	12	-2	-0.1	4.8	103	1.4	91	-2	2
O=S(=O)(NCc1ccccc1F)c1cccc(S(=O)(=O)N2CCOCC2)c1	6	-3	-2	-0.2	1.6	93	1.1	105	21	-21
C[C@]12CC[C@@H]3c4ccc(OS(=O)(=O)O)cc4CC[C@H]3[C@@H]1CCC2=O	-2	-4	-5	-0.1	-0.1	102	1.1	105	4	-4
O=C(CCCN1C(=O)c2cccc3cccc(c23)C1=O)NCc1cccs1	4	27	-3	0.1	2.2	94	1.1	80	-1	1
COc1ccc(CC(=O)NNC(=O)c2cccs2)cc1	-18	-3	0	0.3	0.6	116	1.2	102	20	-20
C/C(=N\NC(=O)CSc1nc2ccccc2[nH]1)c1ccncc1	-12	4	-1	-0.2	-0.4	110	1.1	98	1	-1
O=C1C2CCCN2C(=O)N1CCCCN1CCN(c2ccccc2)CC1 (stereo not drawn)	0	26	3	-0.2	1.6	100	1.5	80	-8	8
CCc1nn2c(=O)cc(CSc3nc4sc5c(c4c(=O)n3C)CCCC5)nc2s1	1	-5	·	0.2	·	102	·	106	-8	8
CCC1CCCCN1S(=O)(=O)c1ccc(NC(=O)CSc2ncccc2C(=O)O)cc1 (stereo not drawn)	-1	6	-4	-0.5	3.9	102	1.1	100	-2	2
CC(=O)c1c(C)c[nH]c1C	1	12	2	-0.2	0.4	99	1.1	92	-12	12
O=C(C(Cc1ccccc1)N1C(=O)C2C3C=CC(C3)C2C1=O)N1CCCCC1 (stereo not drawn)	-2	10	-7	-0.5	1.8	101	1.1	94	4	-4
COc1ccc2[nH]c(=O)c(CN(Cc3nnnn3Cc3ccccc3)CC3CCCO3)cc2c1 (stereo not drawn)	-7	0	-10	-0.3	0.4	107	0.78	103	15	-15
O=C(COc1ccc(Br)cc1)Nc1ccc2c(c1)C(=O)NC2=O	-2	30	4	-0.4	4.1	100	1.1	76	-5	5
COc1ccc(C(=O)NC(Oc2ccccc2)C(Cl)(Cl)Cl)cc1 (stereo not drawn)	-3	9	-2	-0.2	4.1	103	1.1	102	14	-14
CCn1c(SCc2ccc(F)cc2)nnc1C1CCN(S(=O)(=O)c2ccc(OC)cc2)CC1	2	9	-5	-0.4	0.1	98	1.3	95	-10	10

Structures above marked active in NF-kB neuron act:
| smiles | STAT1 blocker | Hsp70 activator | RAM network inh | STAT1 activator | NF-kB neuron act | STAT3 act | APP 5'UTR act | APP 5UTR inh |
| --- | --- | --- | --- | --- | --- | --- | --- | --- |
| Cc1nnc(SCc2cnc(-c3ccc(C(C)C)cc3)s2)n1C | 37* | -0.4 | -0.6 | 66 | 5.7* | 50 | 152* | -152 |

(next part)
SMILES	STAT1 blocker	STAT3 inh	FLuc inh counter	Hsp70 activator	RAM network inh	STAT1 activator	NF-kB neuron act	STAT3 act	APP 5'UTR act	APP 5UTR inh
O=C(CN1C(=O)C2CCCN2C(=O)c2ccccc21)Nc1ccccc1-n1cccc1 (stereo not drawn)	6	5	·	-0.2	·	94	·	100	-3	3
CCOC(=O)c1ccc(NC(=O)C2(c3ccc(OC)cc3)CCOCC2)cc1	3	6	-7	-0.2	1.5	97	1	99	-2	2
O=C(NCc1ccco1)c1ccc(Cn2c(=O)c3ccccc3n(Cc3cccc(F)c3)c2=O)cc1	2	-1	-2	-0.4	2.8	98	1.2	106	15	-15
O=C(CN1CCC(n2cnc3cc(F)ccc32)CC1)Nc1ccccc1Br	-7	5	-3	-0.2	1.1	105	0.62	98	-11	11
CCC(=O)N1CCCc2cc(S(=O)(=O)N3CCC(N4CCCCC4)CC3)ccc21	7	-7	0	-0.4	0.7	95	0.85	111	-13	13
COc1ccc(-c2oc(NC(=O)c3ccc(C)cc3)c(C#N)c2-c2ccc(OC)cc2)cc1	-7	-2	-6	-0.3	4.8	110	1.8	102	8	-8
Cc1cccc(-c2nc3c(c(SCC(N)=O)n2)CCCC3)c1	5	36	-3	-0.7	2.3	91	0.98	71	-9	9
Cc1cc2c(Nc3ccccc3)ncnc2s1	-18	18	-3	-0.3	0.0	114	1.2	88	13	-13
Cc1ccc(NC(=O)C2CCCN(C(=O)c3ccc(Cl)cc3)C2)c(C)c1 (stereo not drawn)	2	9	-4	-0.3	-0.8	96	1.3	99	14	-14
CCc1ccccc1NC(=O)CCc1nc(-c2ccc(C)cc2)no1	12	3	-8	-0.4	4.2	89	1.1	101	5	-5
Cc1cc(CN(C)C(=O)CCc2nnc(Cc3cccc(C(F)(F)F)c3)o2)on1	-28	-3	-9	-0.4	-0.1	124	2.4	106	18	-18
Fc1ccc(COc2ccccc2-c2ccnc3ncnn23)cc1	2	0	-4	-0.3	-0.2	97	1.5	103	-17	17
O=C(NC1CCCCC1)c1ccc(NS(=O)(=O)c2cccc3cccnc23)cc1	0	1	-2	-0.1	1.8	98	1.5	101	-8	8
O=C(CSc1nnc(NC(=O)c2ccc3c(c2)OCO3)s1)NCc1ccco1	23	53*	91*	-0.1	4.1	77	1.4	58	83	-83
COC(=O)[C@H](CCSC)NC(=O)NC1CCN(Cc2ccccc2)CC1	0	-2	0	0.2	1.3	100	1.1	105	0	0
CCOC(=O)COc1ccccc1/C=C1/NC(=O)NC1=O	-2	-9	-7	-0.4	1.5	101	1.1	109	-31	31
COc1cc(-c2cc(C(=O)Nc3c(Cl)cc(Cl)cc3Cl)c3ccccc3n2)cc(OC)c1OC	0	-8	-7	-0.3	3.8	100	0.46	107	-10	10
O=c1cnnc(Nc2ccc(Nc3ccccc3)cc2)[nH]1	-6	13	3	-0.1	0.4	104	1	93	-7	7
COc1cccc(NC(=O)CC2C(=O)NCCN2C(=S)Nc2ccc(F)cc2)c1 (stereo not drawn)	5	2	-5	-0.1	4.2	94	1.1	104	-7	7
Cc1ccc(N2C(=O)C3C4C=CC(CNC(=S)N5CCN(c6cccc(C)c6)C(C)C5)(O4)C3C2=O)cc1 (stereo not drawn)	5	4	-1	-0.1	4.3	96	0.91	97	1	-1
COc1ccc(NC(=O)C2CCC(=O)N2S(=O)(=O)c2ccc(C)cc2)c(OC)c1 (stereo not drawn)	4	-1	-6	-0.1	0.9	96	0.85	101	-12	12
NC(=O)c1ccccc1NC(=O)Nc1ccc(F)c(Cl)c1	-4	25	14	0.2	0.8	102	1.3	82	3	-3
Cc1cc2cc(C#N)c(NCCNC(=S)NCCCN3CCOCC3)nc2cc1C	-2	-1	-8	-0.4	0.6	102	0.94	103	10	-10
CCCCSc1nnc(-c2ccccc2NC(C)=O)c(=O)[nH]1	-9	7	-5	0.1	0.0	108	1.2	104	-1	0
O=C(/C=C/c1ccco1)NC(=S)Nc1cccc(-c2nc3ccccc3s2)c1	-12	-6	·	-0.1	·	111	·	110	7	-7
CCOC(=O)c1ccccc1NC(=O)CN(c1ccccc1OCC)S(C)(=O)=O	4	5	-10	-0.2	2.6	96	0.87	101	-16	16
CNC(=O)CSc1nnc(COc2ccc([N+](=O)[O-])cc2)n1C	-6	7	5	-0.1	0.1	105	0.96	96	-18	18
O=C(COC(=O)C12CC3CC(CC(C3)C1)C2)Nc1ccccc1F	-14	-2	16	-0.4	2.4	113	1.5	105	12	-12

Compound profiles (already shown). Values in the order: STAT1 blocker | STAT3 inh | FLuc inh counter | Hsp70 activator | RAM network inh | STAT1 activator | NF-kB neuron act | STAT3 act | APP 5'UTR act | APP 5UTR inh
Results for Cc1ccc(N2C(=O)C3C4C=CC(CNC(=S)N5CCN(c6cccc(C)c6)C(C)C5)(O4)C3C2=O)cc1 (stereo not drawn) = 5 | 4 | -1 | -0.1 | 4.3 | 96 | 0.91 | 97 | 1 | -1
Results for CCOC(=O)c1ccccc1NC(=O)CN(c1ccccc1OCC)S(C)(=O)=O = 4 | 5 | -10 | -0.2 | 2.6 | 96 | 0.87 | 101 | -16 | 16
Results for NC(=O)c1ccccc1NC(=O)Nc1ccc(F)c(Cl)c1 = -4 | 25 | 14 | 0.2 | 0.8 | 102 | 1.3 | 82 | 3 | -3

Filtered by structure: those above with bromine
SMILES	STAT1 blocker	STAT3 inh	FLuc inh counter	Hsp70 activator	RAM network inh	STAT1 activator	NF-kB neuron act	STAT3 act	APP 5'UTR act	APP 5UTR inh
C=CCOC(=O)C1=C[C@H](c2ccc(Br)cc2)[C@@H](CCCO)[C@H](OCC)O1	38*	·	-2	0.1	0.2	65	0.84	·	-6	6
O=C(COc1ccc(Br)cc1)Nc1ccc2c(c1)C(=O)NC2=O	-2	30	4	-0.4	4.1	100	1.1	76	-5	5
O=C(CN1CCC(n2cnc3cc(F)ccc32)CC1)Nc1ccccc1Br	-7	5	-3	-0.2	1.1	105	0.62	98	-11	11

Compound activity from PubChem BioAssay.
